TGFb SMAD3 inh: inhibitors of TGF-b signaling; HepG2 CAGA-GFP TGF-b/SMAD3 reporter, GFP fluorescence, 18 h; TGF-beta stimulated, 500 pg/mL final; Potency, µM (series often up to 46.1 µM), for the others: top-dose activity, negative = inhibition, most hits filed as inhibitors; 1.2% of 410,000 active; AID 588855; further: on the % scale 0 is the no-effect control and ±100 the full control effect; nearly all actives have a fitted effect of over 65% in size
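Inhibition of TGF-beta-driven CAGA-GFP reporter expression in HEPG2 cells is measured by cellular GFP fluorescence after 18 h stimulation with 500 pg/mL recombinant TGF-beta in 1% FBS medium at 37 degrees C.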
ATXN2 expr inh: inhibitors of ATXN2 expression; HEK-293 ATXN2-luciferase reporter, luminescence, 24 h; Potency, µM (top dose mostly 57 µM), without a hit: at the top dose activity change, negative = inhibition, usual class: inhibitors; 0.72% of 360,000 active; AID 1745845; further: on the % scale 0 is the no-effect control and ±100 the full control effect; nearly all actives have a fitted effect of over 55% in size
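ATXN2-luciferase reporter cells (luciferase flanked by upstream and downstream ATXN2 gene portions) were treated 24 h at 37 °C with compounds at up to 57 uM. SteadyGlo luminescence gave expression; GF-AFC fluorescence gave viability.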
Nrf2 activator: activates Nrf2 signaling; AREc32 ARE-luciferase reporter (MCF7-derived line), luminescence, 24 h; Potency, µM (highest dose often 46.1 µM), for inactives: at the top dose activation, hits mostly activators; 0.31% of 410,000 active; AID 624171; further: % of control where 0% means no effect; nearly all actives have a fitted effect of over 65% in size
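Luciferase luminescence (Steady-Glo, 30 min at room temperature) served as the read-out of ARE activation in AREc32 cells treated with compounds for 24 hr at 37 deg C.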
MCF10A rereplic: DNA re-replication induction in MCF 10a cells | Potency, µM (doses to about 46.1 µM), for the others: top-dose activity, positive = re-replication, hits mostly activators | 2.9% of 350,000 active | AID 624296 | MCF 10A DNA re-replication, Hoechst nuclear intensity, 48 h; further: % of control where 0% means no effect; nearly all actives have a fitted effect of over 50% in size
HepG2 tox: kills HepG2 cells in TGF-b inhibitor counter-screen | AID 588856 | Potency, µM (doses to about 46.1 µM), for the others: at the top dose activity change, negative = cytotoxicity, usual class: cytotoxic | HepG2 CAGA-GFP viability, ATP luminescence, 18 h | 0.76% of 410,000 active; further: some results filed as inactive show a strong effect at the top dose
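HepG2 CAGA-GFP cells (1000/well, DMEM with 1% FBS) received compound, then TGF-beta at 500 pg/mL final, and were incubated 18 hours at 37 degrees C. Viability was read by CellTiter-Glo luminescence. Media-only wells were set as complete cell-killing and DMSO as no toxicity.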
ATXN viability: cell viability loss in ATXN counter-screen; S2 cells (HEK-293 line with an ATXN2-luciferase reporter) viability, CellTiter-Fluor protease fluorescence, 24 h; Potency, µM (highest dose often 56.7 µM), hits mostly cytotoxic; 0.49% of 400,000 active; further: nearly all actives have a fitted effect of over 40% in size
EPAC2 antag: EPAC2 (human) antagonism. Q8WZA2. EPAC2 GEF exchange of Rap1B-BODIPY-GDP, fluorescence. Potency, µM (series often up to 114 µM), without a hit: top-dose activity, negative = inhibition, actives largely listed as inhibitors. 0.18% of 360,000 active. AID 720708; further: on the % scale 0 is the no-effect control and ±100 the full control effect; nearly all actives have a fitted effect of over 45% in size; many of its hits are not listed in these tables
Target sequence (Q8WZA2 whole entry, looked up): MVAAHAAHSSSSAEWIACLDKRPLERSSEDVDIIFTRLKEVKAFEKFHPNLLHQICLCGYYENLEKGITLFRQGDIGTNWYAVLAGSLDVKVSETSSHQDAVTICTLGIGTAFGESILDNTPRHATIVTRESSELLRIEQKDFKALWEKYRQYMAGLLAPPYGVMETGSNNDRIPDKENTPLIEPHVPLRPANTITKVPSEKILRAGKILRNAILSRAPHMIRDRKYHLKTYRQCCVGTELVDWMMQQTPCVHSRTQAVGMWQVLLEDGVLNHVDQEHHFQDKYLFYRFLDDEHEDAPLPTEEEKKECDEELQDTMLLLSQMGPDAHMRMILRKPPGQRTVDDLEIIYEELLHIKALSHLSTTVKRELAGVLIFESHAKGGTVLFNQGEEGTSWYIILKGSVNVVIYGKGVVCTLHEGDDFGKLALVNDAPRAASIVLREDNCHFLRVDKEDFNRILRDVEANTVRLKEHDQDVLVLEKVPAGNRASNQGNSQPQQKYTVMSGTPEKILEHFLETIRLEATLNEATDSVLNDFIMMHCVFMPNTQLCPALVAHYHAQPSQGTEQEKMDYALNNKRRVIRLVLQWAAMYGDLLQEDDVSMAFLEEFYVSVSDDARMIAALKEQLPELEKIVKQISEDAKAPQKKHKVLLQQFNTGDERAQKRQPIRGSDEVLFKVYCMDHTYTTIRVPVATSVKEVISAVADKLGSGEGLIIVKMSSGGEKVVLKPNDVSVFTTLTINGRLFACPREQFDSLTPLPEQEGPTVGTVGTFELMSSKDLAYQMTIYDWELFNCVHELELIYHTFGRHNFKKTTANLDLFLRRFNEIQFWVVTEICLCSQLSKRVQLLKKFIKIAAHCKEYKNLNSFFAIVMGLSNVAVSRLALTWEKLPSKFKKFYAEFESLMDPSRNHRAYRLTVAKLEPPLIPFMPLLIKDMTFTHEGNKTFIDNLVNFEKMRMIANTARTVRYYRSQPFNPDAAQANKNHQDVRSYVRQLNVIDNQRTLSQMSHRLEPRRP
Nrf2 inh: Nrf2 pathway inhibition; A549 ARE-Fluc reporter, luciferase luminescence, 18-24 h; 2.1% of 360,000 active; Potency, µM (top dose mostly 46 µM), for the others: at the top dose activity change, negative = inhibition, hits mostly inhibitors; further: on the % scale 0 is the no-effect control and ±100 the full control effect; nearly all actives have a fitted effect of over 60% in size
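Cells were seeded and rested 2 h, then exposed to compounds for 18-24 h. CellTiter-Fluor was read first as a viability measure. BugLite was added 15 min before the final luminescent read of ARE-luciferase activity in A549 cells.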
A549 tox: A549 cytotoxicity, counter-screen for Nrf2 inhibitors. Potency, µM (highest dose often 46 µM), without a hit: top-dose activity change, negative = cytotoxicity, most hits filed as inhibitors. AID 504648. 0.16% of 390,000 active. A549 ARE-Fluc cells, CellTiter-Fluor viability, 18-24 h; further: on the % scale 0 is the no-effect control and ±100 the full control effect
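Cytotoxicity counterscreen: CellTiter-Fluor fluorescence was measured in A549 ARE_Fluc cells after 18-24 h of compound exposure in a concentration series. The subsequent BugLite luminescent read reports ARE-luciferase activity.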
Numbers without * were called inactive; i = inactive; ? = inconclusive; . = not tested or not shown; [ ] = dose if it differs, or a comment. The call rests on the fitted dose curve; in most records, active means well fitted curve in the direction sought with a large enough effect; inconclusive means small, poorly fitted or top-dose-only effect, or another doubt; inactive means no such curve, though single readings can be large; an effect the other way counts as inactive or inconclusive. Potency means the concentration at half of the fitted maximal effect.

SMILES	TGFb SMAD3 inh	ATXN2 expr inh	Nrf2 activator	MCF10A rereplic	HepG2 tox	ATXN viability	EPAC2 antag	Nrf2 inh	A549 tox
Cc1ccc(CCNC(=O)C2CCC(CNc3c(N4CCCC4)c(=O)c3=O)CC2)cc1 (configuration not stated)	-16%	4%	-0.2%	-2%	-6%	i	-2%	0%	-1%
CC(=O)C1=C(C)NC(SCC(N)=O)=C(C#N)C1c1cccnc1 (configuration not stated)	16%	-20%	0.2%	21µM*	10%	i	-2%	4%	0%
Cc1cc(C)c(NC(=O)C(C)Sc2nc3ccc(N4C(=O)c5ccccc5C4=O)cc3s2)c(C)c1 (configuration not stated)	13%	-14%	-1.0%	-19%	2%	i	0%	.	11%
O=C(Cn1cncc1-c1ccc([N+](=O)[O-])cc1)Nc1ccccc1F	-6%	-12%	2.7%	1%	-26%	i	-23%	2%	4%
O=C(c1ccccc1)c1ccc(OCC(O)CNCc2cccc(Cl)c2)cc1 (configuration not stated)	?	-4%	-2.7%	21µM*	11µM*	i	-3%	0%	6%
CSc1ncc(C(=O)O)c(C)n1	?	0%	0.3%	-1%	-18%	i	3%	8%	4%
COc1cccc(C(=O)Nc2ccc(C(=O)NCC(C)C)cc2)c1	7%	.	0.4%	-3%	0%	?	7%	?	?
Cc1ccccc1-n1nnnc1SCC(=O)NNC(=O)c1ccc(NC(=O)CC#N)cc1	-1%	-7%	2.3%	9%	-4%	i	-6%	5%	3%
CC1(C(=O)N(Cc2ccccc2)Cc2ccccc2)CC1(Br)Br (configuration not stated)	-19%	-11%	0.3%	?	-26%	i	-2%	-22%	-4%
CNC(=O)C[C@H]1C(=O)N(CCc2ccccc2)C[C@@H]1CSC	-4%	7%	0.5%	.	-13%	?	3%	.	.
Cc1c(NC(=S)NC(=O)Cc2ccccc2)cccc1C(=O)O	0%	5%	-0.5%	3%	-1%	i	-4%[57.1 µM]	0%	-17%
O=C(Nc1ccccc1)c1nnn(Cc2ccccc2)c1NC(=O)C(F)(F)F	15%	29%	0.5%	?	-13%	i	-2%	3%	-1%
COc1cc2c(cc1OC)CN(C(=O)CSC1=NCCS1)CC2	-14%	.	12%	.	-11%	?	8%	.	.
COC(=O)C1=C(C)NC(C)=C(C(=O)OC)C1C(=O)OCc1nnc(-c2ccccc2)o1	-17%	1%	-0.1%	5%	-24%	?	0%	-9%	-5%
COc1ccc2c(CC(=O)OCC(=O)Nc3cc(C)c(C)cc3[N+](=O)[O-])coc2c1	-7%	7%	-0.4%	-5%	-1%	i	-2%	5%	2%
CC(C)CC(=O)NC1CC(=O)N(c2ccc3c(c2)OCCO3)C1 (configuration not stated)	-1%	7%	0.5%	.	-8%	i	.	.	1%
CC(C)c1ccc(NC(=O)c2ccccc2NC(=O)C2CCCCC2C(=O)O)cc1 (configuration not stated)	8%	57%[activator]	2.0%[9.22 µM]	-8%	0%	i	?	4%	-4%
Cc1cc(C)nc(Sc2ccc(/C=C(\C#N)C(=O)Nc3ccccc3)o2)n1	?	20%	12%	?	-34%	i	9%	6%	0%
CC(=O)c1ccc(OCC(=O)Nc2ccc3nc(C)sc3c2)cc1	18%	-1%	0.0%	1%	-18%	i	2%	-7%	4%
O=C(Nc1cccc(S(=O)(=O)NCc2ccco2)c1)c1cccc(Cl)c1	-10%	.	10%	-6%	-24%	i	0%	?	16%
COC(=O)c1ccc(COC(=O)c2ccc(N(C)C)cc2)cc1	2%	45%[activator]	0.1%	8.2µM*	-4%	i	1%	10%	-6%
O=C(c1cccnc1)N1CCN(C(=O)c2cccc(Cl)c2)CC1	-2%	-9%	0.0%	-4%	3%	i	18%	-7%	4%
CC(=O)OC[C@H]1O[C@@H](Oc2cc3ccc(=O)oc3cc2OC(C)=O)[C@H](OC(C)=O)[C@@H](OC(C)=O)[C@@H]1OC(C)=O	1%	1%	3.9%	-65%[inhibitor]	-19%	.	4%	7%	?
CCCCNc1nc(C)c(C(C)=O)cc1C#N	0%	2%	2.3%	2%	-3%	i	3%	-1%	0%
COC(=O)[C@H](C)NC(=O)c1cc2c(cn1)[nH]c1ccccc12	1%	-5%	0.0%	4%	-42%	i	5%	4%	0%
(cont.)
SMILES	TGFb SMAD3 inh	ATXN2 expr inh	Nrf2 activator	MCF10A rereplic	HepG2 tox	ATXN viability	EPAC2 antag	Nrf2 inh	A549 tox
Cc1ccc2c(C)cc(=S)[nH]c2c1	-11%	.	-0.6%	-2%	20%	?	5%	-8%	-4%
Cc1ccc(C)c(Nc2cc(C(=O)NCCCN(C)C3CCCCC3)c3ccccc3n2)c1	-5%	-15%	5.0%	.	-54%	?	.	0%	-1%
Cc1ccc(SCCC(=O)Nc2ccc(Br)c(C)c2)cc1	?	-6%	2.3%	?	-27%	i	-21%	2%	5%
CCOC(=O)N/N=C(C)/C=C/c1ccccc1	-15%	39%	-0.8%	-2%	-1%	i	4%	10%	2%
O=C(NC1(C(F)(F)F)NC(=O)N(Cc2cccnc2)C1=O)c1ccc(F)cc1 (configuration not stated)	0%	-5%	-0.1%	-2%	3%	i	-6%[57.1 µM]	4%	9%
COC(=O)c1nn(-c2ccccc2)c(Sc2ccc(OC)cc2)c1/C=N/O	5%	-11%	2.3%	-5%	2%	?	?	4%	-1%
COc1ccc(C(=O)O)cc1S(=O)(=O)N1CCCc2ccccc21	1%	.	0.1%	1%	6%	i	5%	1%	0%
C=CCOc1c(Br)cc(CNn2cn[nH]c2=S)cc1OC	-9%	-2%	-0.3%	9%	-2%	i	4%	6%	1%
C=CCC1NCCc2c(Br)cccc21 (configuration not stated)	3%	-17%	0.6%	-3%	-22%	i	0%	-10%	1%
COc1ccc(NC(=O)CSc2nnc(-c3ccccc3)n2Cc2ccco2)c(OC)c1	1%	-5%	0.1%	-1%	1%	i	0%	-19%	-4%
CCOC(=O)CSc1nc(-c2ccc(OCC)cc2)cc(C(F)(F)F)c1C#N	63%[activator]	9%	3.7%	.	-17%	i	.	18%	-5%
COc1cccc(C(=O)C2CCCN(Cc3cn(CC(N)=O)c4ccccc34)C2)c1 (configuration not stated)	-4%	-22%	2.6%	7%	-23%	i	-4%	30%	10%
CC(O)[C@H]1CNC(=O)C(=O)N1CC1CCCCC1 (some centres not stated)	-2%	10%	0.6%	2%	0%	i	1%	8%	-3%
CCc1ccc(-c2cn3c(n2)sc2cc(C(=O)NCCc4ccc(OC)cc4OC)ccc23)cc1	-16%	.	4.5%	.	-28%	.	.	-10%	-1%
CCOc1cc(/C=N/Nc2nnc(C)n2N)ccc1OC(C)=O	-18%	-17%	-3.7%	18µM*	-113%	i	2%	-7%	-3%
Cc1cccc(C)c1-n1c(SCC(=O)Nc2ccc(C(=O)O)cc2)nnc1-c1cccc(S(=O)(=O)N(C)C)c1	10%	-16%	-0.2%	-29%	-2%	i	-3%	7%	-1%
CC(=O)N1CCN(C(C)=O)C1c1ccccc1	?	-2%	-0.4%	158%[0.0737 µM]	13%	i	9%	5%	-1%
O=C(NCC1CCCO1)C1CCCN(Cc2cnn(-c3ccccc3)c2-n2cccc2)C1 (configuration not stated)	7%	-1%	2.5%	3%	-12%	i	-1%	1%	2%
COc1cc([N+](=O)[O-])cc2cc(C(=O)NC(C)(C)C)c(=O)oc12	0%	19%[11.3 µM]	2.5%	0%	14%	i	1%	24%	-15%
CNC(=O)CSc1nc2c(c(=O)n(C)c(=O)n2C)n1Cc1ccc(C)cc1	-20%	18%	-0.8%	?	1%	i	9%	-9%	1%
O=C(NCc1ccco1)C1CCN(C(=O)c2cc3sccc3n2Cc2ccc(Cl)cc2)CC1	?	?	8.4%	21µM*	-33%	i	-12%	?	?
O=C(C1CCCCC1)N1CCN(S(=O)(=O)c2cccc([N+](=O)[O-])c2)CC1	9%	-4%	-0.5%	0%	0%	i	6%	-7%	0%
Cc1nnc(NC(=O)CSc2nnc(CNC(=O)c3ccc(S(=O)(=O)N(C)C)cc3)o2)s1	5%	-6%	-0.6%	-3%	-9%	i	-3%	-11%	1%
COc1ccc(OC)c(N(CC(=O)NN=C2CCN(C)CC2)S(=O)(=O)c2ccccc2)c1	8%	4%	-0.1%	-22%	4%	i	3%	-6%	-8%
CCCCOC(=O)Nc1nnc(CCc2ccccc2)s1	0%	4%	0.4%	9%	-19%	i	1%	-2%	0%
Further records.
SMILES	TGFb SMAD3 inh	ATXN2 expr inh	Nrf2 activator	MCF10A rereplic	HepG2 tox	ATXN viability	EPAC2 antag	Nrf2 inh	A549 tox
CCOC(=O)Cc1nnc(NC(=O)c2cccc(OCC)c2)s1	-15%	18%	3.7%	-1%	-26%	i	-5%	.	11%
Cc1cc(C)c(C#N)c(SCC(=O)c2cc(C)n(CCc3ccccc3)c2C)n1	4%	-2%	1.2%	?	-17%	i	-2%	?	-5%
Cc1ccc(-c2cc(C(=O)N/N=C/c3c[nH]c4ccccc34)[nH]n2)cc1	?	-10%	4.1%	?	-59%	i	0%	-6%	-5%
Cc1ccc(S(=O)(=O)N(C)C[C@@H]2Oc3ncc(Br)cc3C(=O)N([C@H](C)CO)C[C@H]2C)cc1	13%	-1%	0.3%	.	-3%	i	2%	.	.
COc1ccc(N(CC(=O)N2CCC(C)CC2)S(=O)(=O)c2c(C)nn(C)c2C)cc1	13%	-1%	0.0%	-3%	-1%	?	0%	11%	-2%
O=C(Nc1ccc(S(=O)(=O)N2CCCC2)cc1Cl)C1=COCCO1	-1%	5%	-0.7%	-7%	6%	i	0%	-17%	-1%[1.84 µM]
Cc1nc(C(=O)N2CCCC(N3CCN(c4ccccc4C)CC3)C2)cs1 (configuration not stated)	8%	-13%	-0.5%	-2%	-2%	?	3%	-20%	0%

4 entries from above in another layout:
Under each structure – TGFb SMAD3 inh | ATXN2 expr inh | Nrf2 activator | MCF10A rereplic | HepG2 tox | ATXN viability | EPAC2 antag | Nrf2 inh | A549 tox
> Cc1ccc(C)c(Nc2cc(C(=O)NCCCN(C)C3CCCCC3)c3ccccc3n2)c1
    -5% | -15% | 5.0% | . | -54% | ? | . | 0% | -1%
> Cc1ccc(SCCC(=O)Nc2ccc(Br)c(C)c2)cc1
    ? | -6% | 2.3% | ? | -27% | i | -21% | 2% | 5%
> CCOC(=O)N/N=C(C)/C=C/c1ccccc1
    -15% | 39% | -0.8% | -2% | -1% | i | 4% | 10% | 2%
> O=C(NC1(C(F)(F)F)NC(=O)N(Cc2cccnc2)C1=O)c1ccc(F)cc1 (configuration not stated)
    0% | -5% | -0.1% | -2% | 3% | i | -6%[57.1 µM] | 4% | 9%

The list is partial; rates above refer to the full screens.
